Source: PubChem BioAssay
RNase H inhibition – RNase H inhibition, HIV 1 Gag Pol polyprotein, FRET biochemical assay, screening (AID 372); inhibition, % at 10 µM, or IC50 in µM where a hit was titrated; HIV-1 RT RNase H, FRET RNA/DNA substrate fluorescence; higher % means a stronger effect; actives 0.77% (n = 100,000); in the data active means inhibition above about 50%
* hit, by the source's call. Some of the compounds tested. The share of hits here may be higher or lower than overall.

Molecule	RNase H inhibition
COc1ccc(OC)c(C2/C(=C(\O)c3ccc(C)cc3)C(=O)C(=O)N2CCCC(=O)O)c1 (centres undefined)	9.0%
Cc1[nH]c2ccccc2c1/C=C(/C#N)C(=O)Nc1cccc(Br)c1	8.0%
Cc1ccc(S(=O)(=O)N(CC(=O)N2CCC(C)CC2)c2cccc(Br)c2)cc1	1.0%
O=S(=O)(c1ccc(Cl)cc1Br)N1CCCCC1	5.0%
CCOC(=O)CNS(=O)(=O)c1cc(Cl)ccc1Cl	2.0%
COc1ccc(CC(=O)Nc2ccc(Cl)cc2)cc1OC	4.0%
CC(C)(O)C#Cc1ccc(C(=O)OCC(=O)c2ccc([N+](=O)[O-])cc2)cc1	7.0%
COc1ccc(/C=N/NC(=O)c2ccoc2C)cc1OC	0.0%
CCOc1ccc(/C=C/C(=O)N2CCCCC2)cc1OC	0.0%
COc1ccc(OC)c(C2C3=C(Nc4c2c(=O)n(C)c(=O)n4C)c2ccccc2C3=O)c1 (centres undefined)	6.0%

More compounds follow.
Molecule	RNase H inhibition
Cc1cc(=O)n(-c2ccc([N+](=O)[O-])cc2)[nH]1	8.0%
COc1ccccc1C(=O)N1CCN(C(=O)COc2ccc(Cl)cc2)CC1	6.0%
Cc1cccc(NC(=S)NC(=O)c2ccccc2Br)c1	19.0%
Cc1cc(OCC(=O)Oc2c(C)cccc2C)cc(C)c1Cl	0.0%
CCC(c1ccccc1)c1nnc(NC(=O)Nc2cccc(Cl)c2)s1 (centres undefined)	16.0%
COc1ccccc1N1C(=O)c2ccc(C(=O)OCC(C)C)cc2C1=O	23.0%
CCOP(=O)(CC(CN(CC)CC)P(=O)(OCC)OCC)OCC (centres undefined)	9.0%
CCOC(=O)C1=C(C)N=c2s/c(=C\c3cccc([N+](=O)[O-])c3)c(=O)n2C1c1cccc([N+](=O)[O-])c1 (centres undefined)	2.0%
CC(=O)Nc1ccccc1NC(=O)c1ccccc1Cl	8.0%
CCCCCCCc1ccc(-c2noc(-c3ccc(OCCCC)cc3)n2)cc1	7.0%

(cont.)
Molecule	RNase H inhibition
Nc1ccc2nc(-c3cccc(Cl)c3)oc2c1	16.0%
COc1ccccc1/C=C1\SC(NC(C)=O)=NC1=O	17.0%
CC1=C(C(=O)OCCOc2ccccc2)C(c2ccccc2OC(C)C)C2=C(CC(c3ccccc3)CC2=O)N1 (centres undefined)	9.0%
O=c1ccc(=S)n(-c2ccccc2)[nH]1	3.0%
c1ccc(-n2nnnc2SCc2cccc(CSc3nnnn3-c3ccccc3)n2)cc1	7.0%
NS(=O)(=O)c1ccc(N/C=C/C(=O)c2ccco2)cc1	0.0%
Cc1ccc(-n2nc3ccc(NC(=O)c4ccc([N+](=O)[O-])c(C)c4)cc3n2)cc1Cl	44.0%
O=c1[nH]c2ccccc2nc1/C=C(\O)c1ccc([N+](=O)[O-])cc1	39.0%
CCN(CC)S(=O)(=O)c1ccc(NC(=O)CCc2ccccc2)cc1	4.0%
O=C(Nc1ccc(OC(F)(F)F)cc1)c1cccc(Br)c1	9.0%

(list continues)
Molecule	RNase H inhibition
COc1ccc(/C=C2\SC(N3CCCC3)=NC2=O)cc1OC	28.0%
CCc1cc(=O)oc2c(C)c(OCc3c(F)cccc3Cl)ccc12	18.0%
CCOC(=O)C1=C(C)OC(N)=C(C#N)C1c1cccc(Cl)c1Cl (centres undefined)	13.0%
Cc1ccc(N2C(=O)c3ccc(C(=O)NN4C(=O)c5ccccc5C4=O)cc3C2=O)cc1C	14.0%
O=C(Nc1ccc(Cl)cc1Cl)c1ccccc1F	13.0%
C(#CCSc1nc2ccccc2[nH]1)CSc1nc2ccccc2[nH]1	13.0%
COc1ccc(S(=O)(=O)N(CC(=O)N[C@@H]2CCCC[C@H]2O)c2ccc(C)cc2)cc1OC	0.0%
Cc1ccc(N=Cc2ccco2)c(C)c1	29.0%
CCCCSc1nnc2c(n1)OC(c1ccc(I)o1)Nc1ccccc1-2 (centres undefined)	3.0%
Nc1nnnn1CC(=O)N/N=C/c1ccc(-c2ccccc2[N+](=O)[O-])o1	10.0%

Following part.
Molecule	RNase H inhibition
COc1ccccc1/C=C1\C(=O)NC(=S)N(c2ccc(Br)cc2)C1=O	4.0%
C(=N\c1nc2ccccc2n1CCN1CCOCC1)/c1cccs1	1.0%
CCOC(=O)C1=C(C)NC(=O)NC1c1ccc2c(c1)OCO2 (centres undefined)	7.0%
CC(=O)C1=C(O)C(=O)N(c2ccc(C(=O)O)cc2)C1c1cccc([N+](=O)[O-])c1 (centres undefined)	5.0%
CCC(C)NC(=O)CN(c1ccc(Oc2ccccc2)cc1)S(C)(=O)=O (centres undefined)	8.0%
Cc1cc(C(F)(F)F)nn1CC(=O)Nc1sc2c(c1C(N)=O)CCC(C)C2 (centres undefined)	15.0%
CCOc1ccc2c(C)cc(=O)oc2c1I	7.0%
COc1cc(NC(=O)c2c(-c3ccccc3Cl)noc2C)c(OC)cc1Cl	11.0%
CCC(C)c1ccc(NC(=O)c2cc(Br)ccc2OC)c(O)c1 (centres undefined)	33.0%
COc1ccc2c(c1)-c1c(ssc1=S)C(C)(C)N2C(=O)c1ccc(OC)c(OC)c1	4.0%

New compounds follow
Molecule	RNase H inhibition
Cc1ccc(/C=C/C(=O)Nc2ccc(F)cc2)o1	12.0%
COc1ccccc1OCCn1cc(C=C2C(=O)NC(=S)NC2=O)c2ccccc21	12.0%
COc1ccc(NC(=S)N2CCC(O)(c3cccc(C(F)(F)F)c3)CC2)cc1	12.0%
Fc1ccc(CSc2nc3ncccc3[nH]2)cc1	6.0%
Cc1ccc(/C=N/NC(=O)c2cccc(Cl)c2)o1	7.0%
OC1CCNC(=S)N1c1ccccc1 (centres undefined)	1.0%
CC1(C)CC(NC(=O)/C=C/c2ccccc2)CC(C)(C)N1	10.0%
Cc1ccc(C(=O)Nc2ccccc2C(F)(F)F)cc1	0.0%
CCN(CC)CCN1C(=O)C(=O)/C(=C(/O)c2c(C)cc(C)cc2C)C1c1ccccc1 (centres undefined)	0.0%
Cc1cc(I)ccc1N=Cc1cc(I)cc(I)c1O	0.0%

(further entries)
Molecule	RNase H inhibition
NNC(=Nc1ccccc1)c1ccccn1	0.0%
COc1cc(C=Nc2ccc(Cl)c([N+](=O)[O-])c2)ccc1OC(C)=O	6.0%
COC(=O)C1=C(O)/C(=C/c2cc(C)n(-c3ccccc3C(F)(F)F)c2C)N=C1C	1.0%
COCCCNC(=O)COc1ccc(Br)c(C)c1	0.0%
CCN(C(=O)/C=C/c1ccccc1)c1ccccc1	18.0%
Cc1ccsc1/C=C1\SC(=S)N(c2ccccc2)C1=O	28.0%
COc1ccc(OC)c(/C=C2/SC(=S)N(CNc3cccc(Cl)c3)C2=O)c1	21.0%
O=C(NCc1ccncc1)C(=O)N/N=C/c1cccc(O)c1	11.0%
COc1ccc(NC(=O)Cc2cccc3c(S(=O)O)cccc23)cc1	0.0%
CC1=C(C(=O)Nc2cccc(C)c2)C(c2ccc(O)cc2)NC(=O)N1 (centres undefined)	13.0%

(next part)
Molecule	RNase H inhibition
CCS(=O)(=O)N1CCN(C(=O)COc2ccc(-c3ccccc3)cc2)CC1	5.0%
CCOCCOC(=O)c1ccc(NC(=O)COc2ccc(C)cc2C(C)(C)C)cc1	17.0%
Cc1ccc(NC(=O)Cc2nnc(NC(=O)Nc3ccc(Cl)cc3Cl)s2)cc1	44.0%
C/C(=N/NC(=O)c1ccccc1O)c1cccs1	15.0%
CCC(=O)Nc1ccc(NC(=O)COc2cc(C)ccc2C(C)C)cc1	8.0%
NC(=O)C1CCN(C(=O)c2ccccc2Br)CC1	5.0%
O=C(COC(=O)c1ccccc1C(F)(F)F)c1ccc(-c2ccccc2)cc1	4.0%
O=C(CSCC(=O)Nc1ccc2ccccc2c1)Nc1ccc(F)cc1	0.0%
CC(NC(=O)CSCc1ccccc1Cl)c1ccccc1 (centres undefined)	54.0%*
O=C(Nc1ccc(F)cc1)Nc1nnc(CSCc2ccc(Cl)cc2)s1	26.0%

Next structures follow.
Molecule	RNase H inhibition
CCc1ccccc1NC(=O)CN(c1ccc(C)c(Cl)c1)S(C)(=O)=O	14.0%
CCOc1ccccc1N1CCN(C(=O)CCc2ccccc2)CC1	7.0%
Cc1ccc(S(=O)(=O)CC(SC#N)c2ccccc2)cc1 (centres undefined)	1.0%
C=C1c2cc(OC)ccc2NC(=O)N1CC	8.0%
CCOc1cc(OCC)cc(C(=O)Nc2ccc3oc(-c4ccc(OC)cc4)nc3c2)c1	9.0%
O=C(Nc1ccc([N+](=O)[O-])cc1)C1C(c2ccccc2)C1(Cl)Cl (centres undefined)	15.0%
O=C1NC(=O)c2c1cc1ccccc1c2-c1ccccc1	32.0%
COc1ccccc1-n1cnc2nc[nH]c(=O)c21	9.0%
CCOC(=O)c1ccc2nc(C)c(C/C=C(/C)Cl)c(Cl)c2c1	5.0%
N#CC1=C(N)OC2=C(C(=O)CCC2)C1c1ccc(C(F)(F)F)cc1 (centres undefined)	12.0%

(cont.)
Molecule	RNase H inhibition
CCN(CC)CC(O)COc1ccccc1C(=O)CCc1ccccc1 (centres undefined)	10.0%
O=S(=O)(NNc1nc(-c2ccccc2)c2cc(Cl)ccc2n1)c1ccccc1	27.0%
CC(=O)N(C)c1ccc(NC(=O)c2ccc(Br)cc2)cc1	5.0%
COc1ccc(C(=O)CC2(C(F)(F)F)NCCN2)cc1	0.0%
CCOc1ccc(/C=C2\C(=O)NC(=O)N(c3cccc(Br)c3)C2=O)cc1	0.0%
O=C(CSCc1ccccc1Br)N/N=C/c1ccccc1C(F)(F)F	16.0%
COc1cc(NC(=O)COc2ccccc2Cl)cc(OC)c1	10.0%
O=C(CN1C(=O)c2cccc3cccc(c23)C1=O)N1CCN(Cc2ccc3c(c2)OCO3)CC1	6.0%
CCOC(=O)C1=C(C)N(CCOC)C(=O)/C1=C\c1ccccc1F	0.0%
Oc1c(-c2cccc(Cl)c2)c2nc3ccccc3nc2c2ccccc12	7.0%

Not a retest: entries from further up.
Molecule	RNase H inhibition
CC(=O)N(C)c1ccc(NC(=O)c2ccc(Br)cc2)cc1	5.0%
COc1ccc(C(=O)CC2(C(F)(F)F)NCCN2)cc1	0.0%
CCOc1ccc(/C=C2\C(=O)NC(=O)N(c3cccc(Br)c3)C2=O)cc1	0.0%
O=C(CSCc1ccccc1Br)N/N=C/c1ccccc1C(F)(F)F	16.0%

(more compounds)
Molecule	RNase H inhibition
COC(=O)c1c(NC(=O)CCc2ccccc2)sc2c1CCC(C)C2 (centres undefined)	6.0%
O=C(/C=C/Nc1ccccc1O)c1ccc(Br)cc1	10.0%
Oc1ccc(Br)cc1C=Nc1cc(Cl)cc(Cl)c1	2.0%
O=C1CC(c2ccccc2)CC2=C1C(c1c(F)cccc1Cl)Nc1ccccc1N2 (centres undefined)	3.0%
COc1cc(/C=C2/C(=O)NN(c3ccc(Cl)cc3)C2=O)ccc1O	23.0%
CCCOC(=O)C1=C(C)N(C)C(=O)NC1c1cc2c(cc1Br)OCO2 (centres undefined)	12.0%
CCCn1c(=O)c(C(=O)Nc2cccc(C)c2)c(O)c2ccccc21	12.0%
COC(=O)C1=C(C)N(Cc2cccnc2)C(=O)/C1=C\c1ccc(Cl)cc1	3.0%
CCOC(=O)c1c(-c2ccccc2)oc2ccc(OCC(=O)N(CC)CC)cc12	9.0%
O=C(Nc1c[nH]c(=O)[nH]c1=O)c1ccc(Cl)c(Cl)c1	11.0%

Part of the list above in order of length of the SMILES, lowest first:
Molecule	RNase H inhibition
Oc1ccc(Br)cc1C=Nc1cc(Cl)cc(Cl)c1	2.0%
CCCn1c(=O)c(C(=O)Nc2cccc(C)c2)c(O)c2ccccc21	12.0%
CCOC(=O)c1c(-c2ccccc2)oc2ccc(OCC(=O)N(CC)CC)cc12	9.0%
O=C1CC(c2ccccc2)CC2=C1C(c1c(F)cccc1Cl)Nc1ccccc1N2 (centres undefined)	3.0%

(list continues)
Molecule	RNase H inhibition
Cc1ccc(Cl)cc1NS(=O)(=O)c1ccc(Cl)cc1	0.0%
O=C1CC(c2ccccc2)Sc2nc(-c3ccc([N+](=O)[O-])cc3)nn21 (centres undefined)	6.0%
COc1cccc(C(O)c2nc3ccccc3n2C(C)C)c1 (centres undefined)	9.0%
CCC(C)N=Cc1c(O)n(-c2ccc(Br)cc2)c(=O)[nH]c1=O (centres undefined)	4.0%
O=C1C(=O)N(c2ccccc2)C(c2ccc([N+](=O)[O-])cc2)/C1=C(/O)c1ccccn1 (centres undefined)	0.0%
O=C(Nc1nncs1)c1sc2ccccc2c1Cl	0.0%
CCOC(=O)c1ccc(NC(=O)CCN2C(=O)S/C(=C\c3ccccc3OC)C2=O)cc1	10.0%
CCOC(=O)C1=C(O)/C(=C/c2ccco2)SC1=Nc1ccc([N+](=O)[O-])cc1	12.0%
CCOc1cc(OCC)cc(C(=O)Nc2cc([N+](=O)[O-])ccc2Cl)c1	15.0%
O=C(Oc1ccc(/C=N/NC(=O)C2COc3ccccc3O2)cc1)c1cccnc1 (centres undefined)	6.0%

More records follow:
Molecule	RNase H inhibition
COc1ccccc1OCCOc1ccc(Br)cc1/C=C1/SC(=S)N(C)C1=O	26.0%
CC(=O)Nc1cccc(/C(C)=N/N=C2/NC(=O)C(CC(=O)Nc3ccc(Cl)cc3Cl)S2)c1 (centres undefined)	5.0%
CCOC(=O)Cc1csc(NC(=O)c2cccc(F)c2)n1	2.0%
COc1ccc(-c2csc(N)n2)cc1[N+](=O)[O-]	9.0%
CC1S/C(=N/N=C/c2cccc(Br)c2)NC1=O (centres undefined)	18.0%
COc1ccc(C2/C(=C(\O)c3ccccc3)C(=O)C(=O)N2c2cccc(C)n2)cc1 (centres undefined)	0.0%
COc1ccc(S(=O)(=O)N(CCc2ccccc2)CC(=O)Nc2cc(OC)ccc2OC)cc1	17.0%
